Assay outcomes deposited in PubChem BioAssay by University of Pittsburgh Molecular Library Screening Center.
Dynein transport – dynein cargo transport inhibition; actives 0.47% (n = 220,000); z-score, hits read low; AID 1381; 3617.4 mouse cells, GR-EGFP nuclear translocation imaging; test concentration mostly 20 µM; stimulated with dexamethasone, 1 µM; hits give low values;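 active = plate z-score of nuclear minus cytoplasmic receptor signal below a set negative limit, without overly bright fluorescence or cell loss, cut at about -3.5 in these data, passing the limit was not always enough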;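 also: z-score of nuclear minus cytoplasmic ring GR-EGFP intensity difference per well; some compounds called inactive have numbers as strong as hits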
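Also added: dexamethasone, 1.0 µM final. Medium: tet-free, stripped-serum medium. Detection: fixed, Hoechst-stained cells imaged at 10x for EGFP. Read-out: nuclear-to-cytoplasmic GR-EGFP distribution per well. Times: induction 48 h, compound 1 h, agonist 30 min.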
Autophagy HCS – modulators of autophagy | actives 0.98% (n = 190,000) | MEF GFP-LC3 puncta imaging; test concentration mostly 10 µM | AID 463193 | calls only at 10 µM (by protocol);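 active = percentage of spot-positive cells more than 3 SD above its plate mean, without a fluorescence outlier flag or 80% toxicity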;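 also: spot-positive cell cutoff set from DMSO-treated cells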
MT stabilizer – microtubule stabilization, imaging screen | HeLa tubulin immunostaining HCS, 24 h; share of cells brighter than vehicle mean+2SD | % tubulin-high responders, % at 10 µM | actives 0.83% (n = 200,000) | AID 2205;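 active = plate Z-score above 3 for both tubulin-high and condensed-nucleus cell shares, with cell loss under 80%, at 10 µM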;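 also: anti alpha tubulin signal scored within the nucleus-defined area of each cell; some results filed as inactive read as strong as hits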
Dynein transport cytoplasmic EGFP – also measured in Dynein transport; calls as there; z-score; measured here: cytoplasmic GR-EGFP intensity; hits give high values
Dynein transport nuclear GR-EGFP – second read-out of Dynein transport, no call of its own (marks repeat the call); z-score; measured here: nuclear GR-EGFP intensity;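 lower value marks the stronger effect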
Dynein transport cell count – recorded beside Dynein transport, whose call it bears; z-score; measured here: cell count per field
MT stabilizer Hoechst-high % – further read-out of MT stabilizer, marked with its call; % Hoechst-high responders; measured here: nuclear condensation Hoechst responders;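 share of cells brighter than vehicle mean plus two SD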
MT stabilizer cytotoxicity % – recorded beside MT stabilizer, whose call it bears; toxicity, %; measured here: cytotoxicity by cell density;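 0% = mean cell density of plate MIN control wells and 100% = no cells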
Autophagy HCS cell loss 18 h – further read-out of Autophagy HCS, marked with its call; toxicity, %; measured here: cell loss, nuclei count;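 cell loss after 18 h compound exposure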
Starred values were filed as active, the others as inactive; i = inactive. The list is partial; the hit share may differ from the screen's.

1. O=C(CSc1nc2sc3c(c2c(=O)n1Cc1ccco1)CCC3)N1CCc2ccccc21
2. COc1ccccc1/C=c1\sc2nc(-c3cccs3)nn2c1=O
3. Cc1cc(C)cc(NC(=O)NC2CCN(CC(=O)Nc3c(C)cc(C)cc3C)CC2)c1
4. CCOC(=O)c1cnc(SCC(=O)Nc2ccccc2N2CCOCC2)nc1N
5. COc1ccc(Cl)cc1-c1nc(-c2ccc(NC(=O)c3ccncc3)cc2)no1
6. Cc1noc(C)c1CSc1nnc2c(C)cc3ccccc3n12
7. COc1ccc(-n2c(=O)c3c4c(sc3n3c(C)nnc23)COC(C(C)C)C4)cc1 (configuration not stated)
8. Cn1nc(-c2ccc(C(=O)N3CCN(c4ccccc4)CC3)cc2)c2ccccc2c1=O

| Screen / compound no. | 1 | 2 | 3 | 4 | 5 | 6 | 7 | 8 |
| --- | --- | --- | --- | --- | --- | --- | --- | --- |
| Autophagy HCS | i | i | i | i | i | i | i | i |
| MT stabilizer cytotoxicity % | 8.4 | 4.1 | 8.0 | 4.6 | 3.2 | 96 | 5.3 | 34 |
| MT stabilizer | 2.3 | 2.1 | 3.7 | 2.9 | 1.3 | 16 | 4.0 | 3.1 |
| Autophagy HCS cell loss 18 h | 5 | -1 | -7 | 0 | 2 | 4 | -4 | 4 |
| Dynein transport cytoplasmic EGFP | 0.008 | -0.3 | -0.26 | -0.18 | -0.25 | -0.13 | -0.26 | -0.25 |
| Dynein transport | -1.6 | -0.57 | 1.3 | 0.64 | 0.6 | 0.2 | -0.82 | 0.85 |
| Dynein transport cell count | 0.88 | 0.99 | 0.097 | -1.1 | 0.13 | 1.3 | -0.051 | -0.27 |
| MT stabilizer Hoechst-high % | 1.1 | 2.0 | 2.4 | 1.4 | 1.8 | 38 | 1.7 | 0.5 |
| Dynein transport nuclear GR-EGFP | -0.41 | -0.34 | 0.65 | -0.0095 | 0.55 | 0.31 | -0.59 | 0.88 |

9. CCCc1cc(N2CCCC(C(=O)Nc3cc(Cl)ccc3OC)C2)n2ncnc2n1 (configuration not stated)
10. COc1ccc(C(=O)CSc2nc3nc(C)cc(C)c3c(=O)[nH]2)cc1OC
11. CC(C)CC1N=C2c3ccccc3N=C(SCc3cc(=O)n4ccccc4n3)N2C1=O (configuration not stated)
12. O=C(Oc1ccc(Br)cc1C(=O)/C=C/c1ccccc1F)c1ccco1
13. O=C(O)CCC(=O)NC1CCCCC1NC(=O)CCC(=O)O (configuration not stated)
14. CCN1CCN(c2ncc(C(=O)N3CCN(c4ccccc4OC)CC3)c3ccccc23)CC1
15. O=C(Nc1ccc(Cl)c(Cl)c1)Nc1cc(C(=O)N2CCOCC2)ccc1N1CCCCC1
16. Cc1ccc(C)c(-n2c(Cc3cc(=O)[nH]c(=O)[nH]3)nnc2SCC(=O)NCc2ccco2)c1

| Screen / compound no. | 9 | 10 | 11 | 12 | 13 | 14 | 15 | 16 |
| --- | --- | --- | --- | --- | --- | --- | --- | --- |
| Autophagy HCS | i | i | i | i | i | i | i | i |
| MT stabilizer cytotoxicity % | 6.7 | 0.9 | 7.0 | 1.3 | 4.8 | 4.8 | 8.8 | 9.4 |
| MT stabilizer | 3.4 | 3.1 | 2.5 | 2.4 | 2.6 | 4.2 | 3.8 | 4.4 |
| Autophagy HCS cell loss 18 h | 1 | -4 | 3 | -16 | 1 | -2 | -4 | -9 |
| Dynein transport cytoplasmic EGFP | -0.27 | -0.17 | -0.23 | 0.55* | -0.26 | -0.079 | 0.4 | -0.24 |
| Dynein transport | -0.29 | -0.6 | 0.74 | -5.8* | -0.62 | 0.013 | 0.33 | -0.34 |
| Dynein transport cell count | -0.051 | -0.42 | 0.22 | 0.18* | 0.2 | -1.6 | -0.89 | 0.91 |
| MT stabilizer Hoechst-high % | 2.1 | 1.7 | 1.7 | 1.7 | 2.0 | 2.2 | 2.0 | 3.5 |
| Dynein transport nuclear GR-EGFP | -0.52 | -0.31 | 0.88 | -1.9* | 0.19 | 0.7 | 0.75 | -0.15 |

17. CCOC(=O)C(CC)Sc1nc(-c2ccc(OC)cc2)nc2c1c(=O)n(C)c(=O)n2C (configuration not stated)
18. Clc1ccc(Cc2nn3c(-c4ccncc4)nnc3s2)cc1
19. CN(Cc1ccccc1)c1nc2c(c(=O)[nH]c(=O)n2C)n1CCSc1ncccn1
20. O=C(O)c1cn(C2CC2)c2cc(N3CCOCC3)c(F)cc2c1=O
21. CN1CCN(c2ncnc3c2sc2nc(N4CCOCC4)c4c(c23)CCC4)CC1
22. CSc1nnc2n(CCc3ccccc3)c(=O)c3c4c(sc3n12)CCCC4
23. Cc1cc(C)n(-c2nc3c(c(=O)n(Cc4ccc(Cl)c(Cl)c4)c(=O)n3C)n2C)n1
24. CC1(C)Cc2c(C#N)c(SCC(=O)c3ccccc3)nc(N3CCCC3)c2CO1

| Screen / compound no. | 17 | 18 | 19 | 20 | 21 | 22 | 23 | 24 |
| --- | --- | --- | --- | --- | --- | --- | --- | --- |
| Autophagy HCS | i | i | i | i | i | i | i | i |
| MT stabilizer cytotoxicity % | 5.5 | 11 | 1.8 | 4.8 | 29 | 1.9 | 8.0 | 7.8 |
| MT stabilizer | 3.4 | 2.1 | 3.7 | 3.0 | 1.8 | 2.6 | 4.2 | 3.3 |
| Autophagy HCS cell loss 18 h | 2 | -2 | 4 | -3 | 3 | -6 | -2 | -2 |
| Dynein transport cytoplasmic EGFP | -0.27 | 1.5 | -0.28 | -0.15 | -0.29 | -0.22 | -0.2 | -0.24 |
| Dynein transport | 1.1 | -1.3 | -0.0091 | 0.26 | -0.87 | -0.95 | -0.41 | -0.0097 |
| Dynein transport cell count | 0.073 | 0.66 | 0.054 | -1.4 | 0.53 | 0.57 | -0.65 | 0.86 |
| MT stabilizer Hoechst-high % | 1.9 | 2.6 | 2.0 | 2.1 | 2.3 | 1.6 | 2.3 | 2.4 |
| Dynein transport nuclear GR-EGFP | 0.22 | 0.29 | 0.31 | 0.49 | -0.74 | -0.28 | 0.32 | -0.021 |

25. CCOC(=O)C1CCCN(C(=O)c2cc3c(=O)n4cccc(C)c4nc3n2C)C1 (configuration not stated)
26. Cc1oc(-c2ccc(F)cc2)cc1-c1nn2c(-c3ccco3)nnc2s1
27. CCOc1ccc(-n2nc3c(-n4ncc(C#N)c4N)nnc(C)c3c2C)cc1
28. COc1cccc(Cn2c(NCc3ccccn3)nc3c2c(=O)n(C)c(=O)n3C)c1
29. CCOC(=O)c1cnc(Nc2nc3ccccc3o2)nc1CN1CCN(c2ccccc2)CC1
30. Cc1ccc2oc(C(=O)Nc3c(C)n(C)n(-c4ccccc4)c3=O)c(C)c2c1
31. Cc1nnc2sc(-c3ccc(NC(=O)c4ccc(-c5ccc(Br)cc5)o4)cc3)nn12
32. O=C1c2ccc(-c3nc4ccccc4o3)cc2C(=O)N1Cc1ccccc1

| Screen / compound no. | 25 | 26 | 27 | 28 | 29 | 30 | 31 | 32 |
| --- | --- | --- | --- | --- | --- | --- | --- | --- |
| Autophagy HCS | i | i | i | i | i | i | i | i |
| MT stabilizer cytotoxicity % | 4.7 | 4.1 | 10 | 5.1 | 5.3 | 9.2 | 6.8 | 4.4 |
| MT stabilizer | 2.2 | 2.8 | 3.2 | 3.1 | 3.0 | 2.4 | 3.3 | 4.8 |
| Autophagy HCS cell loss 18 h | -1 | -2 | 6 | 3 | -4 | 3 | -1 | 16 |
| Dynein transport cytoplasmic EGFP | -0.28 | -0.077 | -0.097 | 2.1 | -0.16 | -0.23 | -0.21 | -0.18 |
| Dynein transport | -0.22 | -0.83 | 0.75 | -0.95 | -0.91 | -0.083 | -1.1 | 0.13 |
| Dynein transport cell count | 1 | 1.4 | -0.08 | 0.016 | -0.2 | 0.36 | 1.5 | -0.086 |
| MT stabilizer Hoechst-high % | 2.2 | 2.1 | 2.3 | 1.1 | 2.6 | 2.2 | 2.3 | 1.6 |
| Dynein transport nuclear GR-EGFP | -0.087 | -1 | 0.27 | -0.078 | -0.24 | 0.13 | -0.51 | 0.55 |

33. NC(=O)Cn1c(S(=O)(=O)Cc2ccccc2)nc2ccccc21
34. CCOc1ccc(C2/C(=C(/O)c3ccccc3)C(=O)C(=O)N2CCCN(C)C)cc1OC (configuration not stated)
35. COc1ccc(C)cc1NC(=O)c1nc2nc(C)cc(C)n2n1
36. COc1ccccc1C1c2c(oc3ccc(Cl)cc3c2=O)C(=O)N1c1cc(C)on1 (configuration not stated)
37. CCOc1ccc(/C(O)=C2\C(=O)C(=O)N(CCN(C)C)C2c2cc(OC)ccc2OC)cc1Cl (configuration not stated)

| Screen / compound no. | 33 | 34 | 35 | 36 | 37 |
| --- | --- | --- | --- | --- | --- |
| Autophagy HCS | i | i | i | i | i |
| MT stabilizer cytotoxicity % | 6.9 | 8.1 | 7.5 | 0.3 | 1.9 |
| MT stabilizer | 4.1 | 4.4 | 3.0 | 5.8 | 3.4 |
| Autophagy HCS cell loss 18 h | -5 | 6 | 1 | 7 | -5 |
| Dynein transport cytoplasmic EGFP | -0.23 | -0.15 | -0.21 | -0.23 | -0.2 |
| Dynein transport | -0.87 | 2 | -0.051 | -0.24 | -0.36 |
| Dynein transport cell count | 1.1 | -2 | -0.31 | 1.8 | 1.1 |
| MT stabilizer Hoechst-high % | 3.0 | 1.5 | 1.9 | 1.9 | 1.9 |
| Dynein transport nuclear GR-EGFP | -0.58 | 1.3 | 0.3 | -0.75 | -0.26 |

Part of the list above, set out differently:
Screens in order – Autophagy HCS, MT stabilizer cytotoxicity %, MT stabilizer, Autophagy HCS cell loss 18 h, Dynein transport cytoplasmic EGFP, Dynein transport, Dynein transport cell count, MT stabilizer Hoechst-high %, Dynein transport nuclear GR-EGFP
#26 Cc1oc(-c2ccc(F)cc2)cc1-c1nn2c(-c3ccco3)nnc2s1
→ i, 4.1, 2.8, -2, -0.077, -0.83, 1.4, 2.1, -1
#27 CCOc1ccc(-n2nc3c(-n4ncc(C#N)c4N)nnc(C)c3c2C)cc1
→ i, 10, 3.2, 6, -0.097, 0.75, -0.08, 2.3, 0.27
#28 COc1cccc(Cn2c(NCc3ccccn3)nc3c2c(=O)n(C)c(=O)n3C)c1
→ i, 5.1, 3.1, 3, 2.1, -0.95, 0.016, 1.1, -0.078
#29 CCOC(=O)c1cnc(Nc2nc3ccccc3o2)nc1CN1CCN(c2ccccc2)CC1
→ i, 5.3, 3.0, -4, -0.16, -0.91, -0.2, 2.6, -0.24
#30 Cc1ccc2oc(C(=O)Nc3c(C)n(C)n(-c4ccccc4)c3=O)c(C)c2c1
→ i, 9.2, 2.4, 3, -0.23, -0.083, 0.36, 2.2, 0.13
#31 Cc1nnc2sc(-c3ccc(NC(=O)c4ccc(-c5ccc(Br)cc5)o4)cc3)nn12
→ i, 6.8, 3.3, -1, -0.21, -1.1, 1.5, 2.3, -0.51
#32 O=C1c2ccc(-c3nc4ccccc4o3)cc2C(=O)N1Cc1ccccc1
→ i, 4.4, 4.8, 16, -0.18, 0.13, -0.086, 1.6, 0.55
#33 NC(=O)Cn1c(S(=O)(=O)Cc2ccccc2)nc2ccccc21
→ i, 6.9, 4.1, -5, -0.23, -0.87, 1.1, 3.0, -0.58
#34 CCOc1ccc(C2/C(=C(/O)c3ccccc3)C(=O)C(=O)N2CCCN(C)C)cc1OC (configuration not stated)
→ i, 8.1, 4.4, 6, -0.15, 2, -2, 1.5, 1.3
#35 COc1ccc(C)cc1NC(=O)c1nc2nc(C)cc(C)n2n1
→ i, 7.5, 3.0, 1, -0.21, -0.051, -0.31, 1.9, 0.3
#36 COc1ccccc1C1c2c(oc3ccc(Cl)cc3c2=O)C(=O)N1c1cc(C)on1 (configuration not stated)
→ i, 0.3, 5.8, 7, -0.23, -0.24, 1.8, 1.9, -0.75
#37 CCOc1ccc(/C(O)=C2\C(=O)C(=O)N(CCN(C)C)C2c2cc(OC)ccc2OC)cc1Cl (configuration not stated)
→ i, 1.9, 3.4, -5, -0.2, -0.36, 1.1, 1.9, -0.26
